UHRF1 binding = UHRF1 methyl-DNA binding inhibition | inhibition, % at 4.4 µM | Q96T88 | UHRF1 binding to methylated oligo, TR-FRET | hit rate 0.75% among 370,000; in the data active = inhibition above about 21%;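 note: UHRF1 SRA domain binding a hemimethylated CpG hairpin DNA probe; 0% = median of test compound wells and 100% = reference inhibitor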
DDE Tn7 FP inh = DD(E)-Tn7 binding inhibition, primary FP screen; P02675; FP displacement of FITC-Tn7 peptide from fibrin DD(E); 0% = median of compound wells per plate; inhibition, % at 8.3 µM; hit rate 0.13% among 370,000; AID 720508;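 active = inhibition above the mean of compounds falling within the control limits plus 3 SD of them, cut at about 14% in these data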;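 note: 0% = plate median of compound wells and 100% = 10 µM Aha-Tn7 peptide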
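Test system – human fibrin DD(E) · Times – 10 min preincubation, 3 h with tracer, room temperature · Detection – fluorescence polarization of the labelled Tn7 tracer · Measure – percent inhibition normalized to high-control wells · Benchmarks – high control wells with 10 µM unlabelled Aha-Tn7 peptide (full inhibition) · Repeats – singlicate testing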
TDP2 absorb = blocks human TDP2 phosphodiesterase activity. O95551. inhibition, % at 12.8 µM. AID 720702. recombinant TDP2, T5PNP hydrolysis, p-nitrophenol absorbance 415 nm. hit rate 0.34% among 370,000;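 active = inhibition above the mean of all tested compounds plus 3 SD, set per campaign, cut at about 25% in these data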;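 note: 0% = DMSO with enzyme and 100% = buffer with substrate but no TDP2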
Target sequence (O95551 whole entry, looked up): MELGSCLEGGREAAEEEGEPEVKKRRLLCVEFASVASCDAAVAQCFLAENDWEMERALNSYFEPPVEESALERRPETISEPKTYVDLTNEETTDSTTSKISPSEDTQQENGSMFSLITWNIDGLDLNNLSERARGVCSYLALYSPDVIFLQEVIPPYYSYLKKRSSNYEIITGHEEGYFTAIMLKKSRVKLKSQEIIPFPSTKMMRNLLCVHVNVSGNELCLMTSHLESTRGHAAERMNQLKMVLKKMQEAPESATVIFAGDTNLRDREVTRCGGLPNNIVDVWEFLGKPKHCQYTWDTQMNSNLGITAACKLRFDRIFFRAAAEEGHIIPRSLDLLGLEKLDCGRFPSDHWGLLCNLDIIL
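Assay system: Recombinant human TDP2 | Quantity: 120 nM TDP2 per well | Incubation: 2 h at 37 °C | Signal: Epi absorbance | Evaluation: Percent inhibition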
PG9 binder = small molecules binding HIV-1 gp120 antibody PG9; TR-FRET gp120-PG9 antibody binding; inhibition, % at 6.7 µM; hit rate 0.43% among 360,000; in the data active = inhibition above about 8.5%
LEDGF integ inh = blocks HIV-1 LEDGF/p75-dependent DNA integration. hit rate 0.64% among 370,000. TR-FRET IN-LEDGF/p75 DNA integration, Eu/Cy5. AID 743269. inhibition, % at 3.7 µM;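 active = inhibition above the screen-wide mean plus 3 SD, cut at about 13% in these data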;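 note: signal is the Cy5 over europium emission ratio at 671 and 618 nm; 0% = plate median of compound wells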
ABHD4 inh = inhibits mouse alpha/beta hydrolase domain 4 | Q8VD66 | purified mABHD4, FP-Rh probe fluorescence polarization | inhibition, % at 8.92 µM | hit rate 0.54% among 370,000 | AID 720543;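 active = inhibition exceeding the mean over every tested compound plus 3 SD, cut at about 30% in these data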;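 note: 0% = plate median of compound wells and 100% = S159A mutant with DMSO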
Target sequence (Q8VD66 whole entry, looked up, the tested form may be a part): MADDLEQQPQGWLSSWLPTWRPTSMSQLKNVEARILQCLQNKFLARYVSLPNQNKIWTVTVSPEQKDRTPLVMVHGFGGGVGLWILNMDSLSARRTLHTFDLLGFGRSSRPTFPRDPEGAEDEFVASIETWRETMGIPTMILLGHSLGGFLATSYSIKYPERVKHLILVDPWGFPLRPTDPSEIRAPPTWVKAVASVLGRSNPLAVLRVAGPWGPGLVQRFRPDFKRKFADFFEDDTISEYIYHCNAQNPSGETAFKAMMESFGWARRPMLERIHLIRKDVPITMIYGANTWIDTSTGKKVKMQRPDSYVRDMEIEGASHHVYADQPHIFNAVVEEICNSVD
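assay system = mABHD4 protein | compound dosing = single nominal dose of 8.92 µM, 0.89% DMSO final | read-out basis = percent inhibition of probe binding, normalized to plate controls | schedule = Enzyme–compound pre-incubation 45 min, then probe 60 min, both 25 °C | detection = fluorescence polarization, excitation 525 nm, emission 598 nm, BODIPY TMR filters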
TCR CD3 inh = blocks the human TCR-CD3 interaction. TAMRA-labeled TCR probe fluorescence, biochemical. inhibition, % at 9.4 µM. hit rate 0.37% among 360,000; in the data active = inhibition above about 19%;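 note: recombinant mutant TCR 2C K166C tagged with TAMRA read by polarization; 0% = receptor in buffer alone and 100% = receptor with positive control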
HTRA1 inhibitor = HTRA1 (human) protease inhibition; Q92743; recombinant HTRA1, FP-rhodamine activity-based probe, fluorescence polarization; inhibition, % at 5.96 µM; hit rate 0.5% among 340,000; AID 504803; in the data active = inhibition above about 36%;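 note: 0% = enzyme with DMSO and 100% = wells lacking enzyme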
SIAE inh = inhibitors of human sialic acid acetylesterase SIAE; Q9HAT2; SIAE FP-Rh probe binding, fluorescence polarization; inhibition, % at 9.66 µM; hit rate 0.69% among 370,000;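 active = inhibition above a cutoff: mean of compounds within the control limits plus 3 SD of those, cut at about 17% in these data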;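 note: 0% = plate median of compound wells and 100% = probe without SIAE protein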
PRMT1 FP inh = inhibitors of human PRMT1; Q99873; recombinant PRMT1, activity-based probe fluorescence polarization; inhibition, % at 2.79 µM; hit rate 1.3% among 370,000; AID 652257;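 active = inhibition above about 21% made by adding two undisclosed values, limit read from the data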
* hit, by the source's call; . = no result given. Rows were taken by chance. About 4.2% of those tested had a hit in this group.

Results follow in this order: UHRF1 binding	DDE Tn7 FP inh	TDP2 absorb	PG9 binder	LEDGF integ inh	ABHD4 inh	TCR CD3 inh	HTRA1 inhibitor	SIAE inh	PRMT1 FP inh
1	Cc1ccc(C(=O)NCC(=O)OCn2nnc3ccccc3c2=O)cc1
  -1	-5	9	2.5	1	5	1	1	10	-2
2	COc1ccc(CCNC(=O)C(=O)NCC2CCNCC2)cc1OC
  0	-6	4	-2.0	2	5	1	-3	3	2
3	COc1ccc(NC(=S)N(CCN(C)C)C(C)c2ccncc2)cc1Cl (configuration not stated)
  4	-2	12	-2.5	0	0	1	1	5	3
4	COc1ccc(/C=C/C(=O)OCC(=O)NCc2cccs2)cc1OC
  0	8	7	0.1	-3	3	2	-9	6	1
5	Cc1ccnc(NS(=O)(=O)Cc2ccccc2)c1
  3	-6	-2	0.0	-2	-9	-4	6	3	3
6	O=[N+]([O-])c1ccc2c(c1)C(=NO)c1cc(Cl)c(Cl)cc1-2
  2	-1	1	0.0	1	1	4	-22	-58	2
7	CCN1C(=O)[C@H]2[C@@H](c3ccc(-c4ccccc4)cc3)N[C@@](Cc3ccccc3)(C(=O)OC)[C@H]2C1=O
  4	0	10	0.1	-3	5	0	-4	1	-1
8	CCN(CC(=O)Nc1ccc(NC(C)=O)cc1)C(=O)CCCc1nc2ccccc2s1
  2	-4	0	1.2	-3	2	-7	4	0	2
9	CCCc1ccc(Oc2cc(Cl)nc(N)n2)cc1
  1	-2	-2	-3.3	1	7	6	0	9	2
10	CCCCn1c(N)c(N(CCOC)C(=O)C2CC(=O)N(c3ccc(CC)cc3)C2)c(=O)[nH]c1=O (configuration not stated)
  0	10	2	-1.9	1	3	6	13	5	-1

Results follow in this order: UHRF1 binding	DDE Tn7 FP inh	TDP2 absorb	PG9 binder	LEDGF integ inh	ABHD4 inh	TCR CD3 inh	HTRA1 inhibitor	SIAE inh	PRMT1 FP inh
11	O=C(Nc1cc(S(=O)(=O)N2CCCCC2)ccc1Cl)C1COc2ccccc2O1 (configuration not stated)
  -1	-6	3	1.6	-2	4	-2	-18	-2	2
12	O=C(CNC(=O)c1ccccc1Br)N/N=C/c1cccnc1
  0	4	8	-0.4	-4	3	4	1	1	3
13	CCCCNC(=O)c1ccc2nc(-c3ccco3)c(-c3ccco3)nc2c1
  28*	-6	-3	-0.3	50*	60*	23*	53*	27*	42*
14	CCCc1cc(C(F)(F)F)c(C#N)c(=O)[nH]1
  -3	7	3	0.3	-1	-3	7	0	-6	-1
15	CC(=O)Nc1c(Cl)cc(Cl)c2c1Cc1cc(Cl)ccc1-2
  -3	3	7	-0.1	1	0	0	6	3	0
16	COCCNS(=O)(=O)c1ccc(C)c(C)c1C
  -2	-2	6	1.0	-1	6	-2	4	1	1
17	Cc1ccc(S(=O)(=O)NN=C2CCN(Cc3ccccc3)CC2)cc1
  -3	-9	-12	-2.4	0	5	7	1	1	1
18	Cc1ccc(/C=N/NC(=O)COc2ccc(Cl)c(C)c2)o1
  -2	-1	9	0.3	-3	-3	-1	-11	7	-4
19	CCOC(=O)/C=C/[C@H]1CC(c2ccccc2)(c2ccccc2)CO1
  -5	0	-12	-3.3	0	-6	-3	-20	3	-4
20	Cc1nc(-c2ccc(Cl)cc2)sc1C(=O)CBr
  -11	-2	-5	1.3	3	-7	4	0	8	0

Results follow in this order: UHRF1 binding	DDE Tn7 FP inh	TDP2 absorb	PG9 binder	LEDGF integ inh	ABHD4 inh	TCR CD3 inh	HTRA1 inhibitor	SIAE inh	PRMT1 FP inh
21	Cc1cc(C)nc(NC(=O)c2c(-c3ccccc3Cl)noc2C)n1
  1	-2	-8	0.7	4	3	2	4	3	0
22	COc1ccc(-c2csc(NC(=O)COC(=O)c3ccco3)n2)cc1
  3	3	-5	2.9	-2	-4	-1	-10	-1	4
23	Cc1cccc(NC(=O)COC(=O)COc2ccc3c(c2)CCC3)c1
  3	2	-1	0.2	-1	-3	-4	-4	7	4
24	CCCCCc1c(-c2cccc(Br)c2)ncn1CCc1ccccc1OC
  -1	12	12	0.1	1	4	3	.	-1	1
25	COc1ccccc1C1NC(=O)c2ccccc2O1 (configuration not stated)
  -3	1	0	-0.8	-2	-2	7	-13	0	2
26	CCOc1ncccc1C(=O)NC(C)CCc1ccccc1 (configuration not stated)
  -1	7	-4	0.0	3	-2	4	1	5	-3
27	CCOC(=O)c1cc2ccc(OC)c(OC)c2c(=O)s1
  0	-2	-4	0.4	0	10	7	2	-5	1
28	CCOC(=O)c1cccc(NC(=O)C2CCCN2S(=O)(=O)c2cccc3cccnc23)c1 (configuration not stated)
  0	6	2	0.0	-2	4	-4	-2	-7	4
29	COc1ccc(S(=O)(=O)N2CCCCC2)cc1C(=O)N1CCCC1
  0	8	-18	-1.8	0	-8	10	-1	-15	-5
30	Cc1cccc(C(CC(=O)O)n2cccc2)c1 (configuration not stated)
  2	-1	-11	-2.1	4	-3	-4	5	8	3

The list goes on (2 carried over from the part before).
Results follow in this order: UHRF1 binding	DDE Tn7 FP inh	TDP2 absorb	PG9 binder	LEDGF integ inh	ABHD4 inh	TCR CD3 inh	HTRA1 inhibitor	SIAE inh	PRMT1 FP inh
29	COc1ccc(S(=O)(=O)N2CCCCC2)cc1C(=O)N1CCCC1
  0	8	-18	-1.8	0	-8	10	-1	-15	-5
30	Cc1cccc(C(CC(=O)O)n2cccc2)c1 (configuration not stated)
  2	-1	-11	-2.1	4	-3	-4	5	8	3
31	CC(=O)c1cccc(NC(=O)CSc2nnc(C(C)N(C)C)n2-c2ccc(F)cc2)c1 (configuration not stated)
  -1	-4	2	-0.6	0	7	1	-6	-2	0
32	CCCc1nc2c3ccccc3ccn2c1CC1CCCCC1
  15	1	-23	2.6	6	-8	-4	.	-6	-4
33	CCC1CCCCN1S(=O)(=O)c1ccc(-n2cnnn2)c(C)c1 (configuration not stated)
  -1	-1	-7	-2.4	0	2	2	0	-5	-1
34	CCCCCn1c(=O)[nH]c2cc(C(=O)NCCN3C(C)CCCC3C)ccc2c1=O (configuration not stated)
  1	4	-8	0.8	3	-5	0	-10	0	-2
35	COc1ccc(Cc2nnc(NC(C)=O)s2)cc1
  -1	-7	4	1.0	-2	4	0	2	-1	0
36	CCN1C=C(C(=O)OC)C(c2cccc(OC)c2OC)C(C(=O)OC)=C1
  1	12	0	0.8	-2	-5	8	1	13	-5
37	CCCN(CC1CC1)C(=S)Nc1ccccc1F
  16	-5	5	0.8	0	3	-5	-2	5	2
38	COc1ccccc1C(=O)N1CCN(S(=O)(=O)Cc2ccccc2)CC1
  -3	1	-3	-1.4	3	-4	9	0	-3	-3
39	CCN(CC)c1ccc(NC(=O)Nc2ccccc2C(F)(F)F)cc1
  -4	-1	1	-2.4	-1	6	-3	2	3	2
40	COc1ccc(NC(=S)NC2CC3CCCC(C2)N3C2CC2)cc1 (configuration not stated)
  0	-2	2	-2.6	1	2	4	1	6	-2

Results follow in this order: UHRF1 binding	DDE Tn7 FP inh	TDP2 absorb	PG9 binder	LEDGF integ inh	ABHD4 inh	TCR CD3 inh	HTRA1 inhibitor	SIAE inh	PRMT1 FP inh
41	CC1CC(C)CN(C(=O)c2cn(C)c3ccc(S(=O)(=O)N(C)C)cc3c2=O)C1 (configuration not stated)
  -2	2	5	0.9	1	-1	-1	9	14	-2
42	CC(=O)Nc1ccc(S(=O)(=O)NC2CCCCCC2)cc1
  -1	-4	5	1.2	-2	2	2	0	8	6
43	O=C(CSc1nnc(SCc2ccc(Cl)cc2)s1)N/N=C/c1ccccc1Cl
  -3	4	-5	-2.8	-1	-3	9	-15	-25	0
44	O=C(CN1C(=O)CCOc2ccccc21)Nc1ccc(Cl)c(S(=O)(=O)N2CCOCC2)c1
  3	0	6	1.2	0	2	-4	-4	-7	6
45	COc1ccc([C@H]2C(C(=O)O)=C[C@@H](C(C)(C)C)N2S(=O)(=O)c2ccc(C)cc2)cc1OC
  -1	4	2	0.6	3	4	3	-2	12	0
46	COc1ccc2[nH]cc(CCN3C(=O)CCC3=O)c2c1
  0	-2	-11	0.2	-1	2	-5	-1	2	0
47	COc1cccc(C(C(=O)NC2CCCC2)N(Cc2ccccc2OC)C(=O)c2ccco2)c1 (configuration not stated)
  0	3	4	0.2	0	0	5	-5	4	0
48	CC1CC(C)CN(C(=S)SCc2nc(N)nc(Nc3ccccc3)n2)C1 (configuration not stated)
  1	-8	-26	-2.3	6	-38	4	-96	-20	-7
49	Cc1c(NS(=O)(=O)c2cccc(C(=O)NC(C)c3ccccc3)c2)c(=O)n(-c2ccccc2)n1C (configuration not stated)
  1	-7	-3	-2.1	0	-6	-3	0	2	-4
50	COc1ccc(-c2noc(CN(C)S(=O)(=O)c3ccc(C)cc3)n2)cc1
  0	-2	-12	-0.1	-1	1	10	-14	2	-1

Results follow in this order: UHRF1 binding	DDE Tn7 FP inh	TDP2 absorb	PG9 binder	LEDGF integ inh	ABHD4 inh	TCR CD3 inh	HTRA1 inhibitor	SIAE inh	PRMT1 FP inh
51	Cc1ncc(CO)c(CNc2ccc(-c3nc4ccccc4[nH]3)cc2)c1O
  -1	1	-3	-7.0	-7	-1	-10	11	1	1
52	CCOCCn1c(CN2CCN(C(c3ccccc3)c3ccccc3)CC2)nc2c1c(=O)n(C)c(=O)n2C
  -3	-2	0	-1.1	-4	-2	1	2	-3	-1
53	C=CCOC(=O)Nc1nc(CCNC(=O)OCc2ccccc2)c(C(=O)OC)s1
  0	6	12	-0.4	2	4	6	.	4	-1
54	COc1cc(C(=O)N2CCCc3ccccc32)c([N+](=O)[O-])cc1OC
  -1	3	3	0.3	-3	9	-4	7	1	3
55	COc1ccc2cc(C(c3nnnn3CC3CCCO3)N3CCOCC3)c(=O)[nH]c2c1 (configuration not stated)
  -1	5	5	0.2	-1	4	0	-2	4	-2
56	CC12CCC(C(=O)N(Cc3ccccc3)Cc3ccccc3)(OC1=O)C2(C)C (configuration not stated)
  0	-5	-1	-1.9	0	4	-1	-13	-12	0

Screening results: PubChem, The Scripps Research Institute Molecular Screening Center
